# From PubChem BioAssay
# PMI inhibitors: inhibitors of human PMI, primary screen, biochemical, fluorescence intensity, coupled assay (AID 1209); Mannose-6-phosphate isomerase (Homo sapiens); purified PMI enzyme, coupled fluorescence intensity; higher % means a stronger effect; inhibition, % at 20 µM, or IC50 in µM where a hit was titrated; hit rate 0.42% among 190,000;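 also: plate controls were DMSO vehicle for no effect and wells lacking substrate for full effect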
# M1AAP inhibition: P. falciparum M1AAP inhibitors, biochemical, fluorogenic H-Leu-NHMec substrate, 1536-well (AID 1445). Aminopeptidase N (Plasmodium falciparum (isolate 3D7)). recombinant M1AAP, H-Leu-NHMec fluorogenic kinetic assay; higher % means a stronger effect. inhibition, % at 30 µM, or IC50 in µM where a hit was titrated. hit rate 0.42% among 220,000;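 active = primary inhibition above the hit cutoff, then over 50% inhibition at one or more dose response concentrations, cut at about 23% in these data, passing the limit was not always enough; inconclusive = conflicting primary data, or primary hits not chosen for dose response; inactive = low primary inhibition, or under 50% at every dose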;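 also: plate controls were DMSO full reaction for no effect and no enzyme background for full effect; strong numbers were not always called active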
# PMI inhibition: human PMI inhibitors, high substrate, primary screen, biochemical, fluorescence intensity, high mannose 6-phosphate (AID 1220); Mannose-6-phosphate isomerase (Homo sapiens); recombinant PMI enzyme, coupled fluorescence intensity; higher % means a stronger effect; inhibition, % at 20 µM; hits with a dose series show IC50 in µM; hit rate 0.66% among 190,000
# UTI89 phage lysis: inhibition of K1F phage lysis, E. coli UTI89, bacterial capsule biogenesis inhibitors, alamar blue (AID 488966). one-dose inhibition, % at 100 µM; IC50 in µM for titrated hits. E. coli UTI89 K1F phage lysis, alamar blue, 2 h; higher % means a stronger effect. hit rate 0.02% among 340,000;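 active = phage lysis inhibition, versus mean bacterial control, above a set limit; inconclusive = no clear call, values can overlap the other calls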;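 also: capsule biogenesis inhibitors block K1F phage lysis so surviving cells raise fluorescence; higher fluorescence means more inhibition of phage lysis; actives were called in the ten point dose series up to 300 µM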
# TNAP activators: human TNAP enzyme activators, primary screen, biochemical, luminescent, no phosphate acceptor, uHTS (AID 1001). Alkaline phosphatase, tissue-nonspecific isozyme (Homo sapiens). purified TNAP, luminescent activation assay, no phosphate acceptor; higher activation fold means a stronger effect. one-dose activation fold at 20 µM; EC50 in µM for titrated hits. hit rate 0.03% among 200,000; in the data active = activation fold from about 3, or a potency from the dose series; inactive = the rest, 99 in 100 with activation fold below about 1.6; also: many of its hits are not listed in these tables
# T cell modulator: modulators of CD8 T cell-vesicle binding, primary screen, mouse 2C CD8+ T cells, flow cytometry | 2C CD8+ T cell-vesicle binding; stronger effect = lower value | calls only at 7 µM | hit rate 0.068% among 330,000 | AID 2052, 2009;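 active = response, share of CD8 T cells binding vesicles, and their 90th percentile fluorescence all below set limits, cut at about 80% in these data, passing the limit was not always enough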
#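 material = purified 2C TCR transgenic mouse naive CD8+ T cells | controls = Unloaded micro-vesicles (low), QL9 vesicles with 0.7% DMSO (high) | detection = cytometric PE anti-B7-1 and Alexa647 anti-CD8 signals after 1% paraformaldehyde fixation | incubation = binding step 1.5 h, 37 °C, antibody labelling 20 min, ice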
# P. falciparum M17LAP: P. falciparum M17LAP inhibitors, primary screen, biochemical, fluorogenic H-Leu-NHMec substrate, 1536-well (AID 1619). recombinant M17LAP, H-Leu-NHMec fluorogenic kinetic assay; higher % means a stronger effect. one-dose inhibition, % at 30 µM; IC50 in µM for titrated hits. hit rate 0.38% among 220,000;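 active = compound inhibiting the enzyme by more than half at any dose during confirmatory dose-response retesting; inconclusive = strong single-dose inhibitors picked by rank but not retested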;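 also: plate controls were full reaction with DMSO carrier for no effect and no enzyme background for full effect; strong numbers were not always called active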
# RSV antiviral HEp-2: RSV antiviral activity via CPE protection, HEp-2 cells, primary 10 µM value included (AID 2391); HEp-2 cells, RSV-induced CPE inhibition; higher % means a stronger effect; one-dose CPE inhibition, % at 10 µM; IC50 in µM for titrated hits; hit rate 0.13% among 310,000; in the data active = a potency from the dose series; inconclusive = CPE inhibition mostly from about 23% at the one dose, without a potency; inactive = the rest, 99 in 100 with CPE inhibition below about 21%; also: strong numbers were not always called active
# West Nile antiviral: West Nile virus antiviral activity, cell-based, CPE readout (AID 1621); hit rate 0.02% among 290,000; CPE inhibition, % at 10 µM, or IC50 in µM where a hit was titrated; West Nile virus-infected cells, CPE inhibition; higher % means a stronger effect; in the data active = a potency from the dose series; inconclusive = CPE inhibition mostly from about 3.7% at the one dose, without a potency; inactive = the rest, 99 in 100 with CPE inhibition below about 2.2%; also: strong numbers were not always called active
# T cell modulator vesicle-bound %: second read-out of T cell modulator, no call of its own (marks repeat the call); double positive events, %; measured here: CD8+ vesicle-bound cell fraction;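 binding gate set so that unloaded-vesicle control wells show 10% double positive cells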
# Numbers without * were called inactive; i = inactive; ? = inconclusive; nt = not tested or not shown; [ ] = remark or other dose. Rule as the data show it, unless noted: active = inhibition above about 50%; inactive = the rest.
# Second line of a record – West Nile antiviral	T cell modulator	M1AAP inhibition	UTI89 phage lysis	PMI inhibitors	T cell modulator vesicle-bound %	RSV antiviral HEp-2	P. falciparum M17LAP	TNAP activators	PMI inhibition
OC(C#CCN1CCCCC1)c1ccccc1 (stereo not drawn)
  0.2%	i	-5%	0.1%	6%	51	0.6%	2%	1	-4%
O=C(CCSc1nc(-c2ccco2)cc(C(F)(F)F)n1)Nc1ccc2c(c1)OCO2
  0.4%	i	2%	2.1%	19%	37	6.3%	9%	1.1	11%
Oc1sc(C=Nc2ccc(F)cc2)c2ccccc12
  -0.7%	i	6%	0.2%	20%	59	1.5%	1%	1.1	17%
COc1ccc2c(c1)C1NC(=S)NC(C)(O2)C1C(=O)Nc1ccc(C)cc1C (stereo not drawn)
  -0.2%	i	5%	-1.1%	1%	9	2.9%	12%	1.1	6%
CC1=CC(C)(C)NC(=S)N1c1cc(C)cc(C)c1
  -0.2%	i	0%	0.4%	-10%	47	-2.5%	-2%	0.9	-1%
CCN(CC)S(=O)(=O)c1ccc(/C=C/C(=O)Nc2ccc(N3CCOCC3)cc2)cc1
  -0.4%	i	1%	-0.1%	nt	54	10%	-2%	nt	nt
COCCSc1nnc(NC(=O)C2CC(=O)N(c3ccc(Cl)cc3)C2)s1 (stereo not drawn)
  0.4%	nt	10%	0.0%	-45%	nt	-0.5%	14%	1.1	-52%
CCNS(=O)(=O)c1ccc(CCC(=O)N2CCc3ccccc3C2)cc1
  -0.3%	i	nt	0.0%	nt	19	-1.0%	nt	nt	nt
C=CCn1c(=S)[nH]c2cc(-c3ccccc3)sc2c1=O
  0.1%	i	nt	-0.7%	nt	25	-1.1%	nt	nt	nt
COc1ccc(N=C2SC(CC(=O)Nc3cccc(Cl)c3)C(=O)N2Cc2ccco2)cc1 (stereo not drawn)
  -1.0%	i	3%	2.6%	19%	19	?	12%	1.2	24%
O=C(Nn1cnnc1)c1ccc(F)cc1
  0.3%	i	nt	0.0%	nt	15	1.0%	nt	nt	nt
O=C(COC(=O)CNC(=O)c1ccc(Cl)cc1)Nc1ncc(C(F)(F)F)cc1Cl
  -0.1%	i	5%	1.8%[50 µM]	20%	0	1.4%	-8%	1.1	10%
COc1ccc(-n2ncc(C(=O)NC3CC3)c2C2CCN(C(=O)OC(C)(C)C)CC2)cc1
  0.0%	i	nt	-0.3%	nt	12	3.7%	nt	nt	nt
CCOc1ncccc1C(=O)OCC(=O)Nc1ccc(C)c(S(=O)(=O)N2CCOCC2)c1
  -0.3%	i	6%	0.1%	20%	54	2.2%	-3%	1.1	10%
COc1ccc(NC(=O)c2cccnc2N2CCCC2)cc1
  -0.4%	i	5%	-0.4%	3%	20	0.7%	-6%	1.1	0%
Cc1nc2ccc(NC(=O)Cc3ccccc3F)cc2s1
  1.3%	i	5%	-0.1%	5%	9	2.4%	-1%	1.1	2%
CN(C(=O)c1cccs1)C1(C)CCS(=O)(=O)C1 (stereo not drawn)
  0.9%	i	nt	-0.1%	nt	12	2.0%	nt	nt	nt
Brc1ccc(-c2cn3c(n2)CCc2ccc4cccnc4c2-3)cc1
  -0.5%	i	5%	0.1%	-36%	46	?	2%	0.9	-29%
CC(C(=O)N1CCOCC1)N1c2cccc3cccc(c23)S1(=O)=O (stereo not drawn)
  -0.2%	i	10%	1.5%	18%	10	1.6%	-8%	1.1	12%
C/C(CC(=O)Nc1ccc(Cl)c(C(F)(F)F)c1)=N\NC(=O)c1ccccc1O
  -0.6%	i	10%	-1.4%[50 µM]	-16%	3	0.3%	9%	1.1	-27%

# Molecules listed so far with a furan ring, fused or not:
# Second line of a record – West Nile antiviral	T cell modulator	M1AAP inhibition	UTI89 phage lysis	PMI inhibitors	T cell modulator vesicle-bound %	RSV antiviral HEp-2	P. falciparum M17LAP	TNAP activators	PMI inhibition
O=C(CCSc1nc(-c2ccco2)cc(C(F)(F)F)n1)Nc1ccc2c(c1)OCO2
  0.4%	i	2%	2.1%	19%	37	6.3%	9%	1.1	11%
COc1ccc(N=C2SC(CC(=O)Nc3cccc(Cl)c3)C(=O)N2Cc2ccco2)cc1 (stereo not drawn)
  -1.0%	i	3%	2.6%	19%	19	?	12%	1.2	24%

# More records follow.
# Second line of a record – West Nile antiviral	T cell modulator	M1AAP inhibition	UTI89 phage lysis	PMI inhibitors	T cell modulator vesicle-bound %	RSV antiviral HEp-2	P. falciparum M17LAP	TNAP activators	PMI inhibition
CCN1CCN(CCCNC(=O)CNC(=O)c2nn(-c3ccc(OC)cc3)c(=O)c3ccccc23)CC1
  -0.3%	i	nt	0.0%	nt	41	1.1%	nt	nt	nt
CCc1ccc(N(CC(=O)NC2CCCC2)C(=O)CCC(=O)Nc2cc(C)on2)cc1
  -0.9%	i	nt	0.0%	nt	30	2.4%	nt	nt	nt
Cc1cc(Nc2ccccc2)n(-c2ccc(C(=O)O)cc2)n1
  0.0%	i	-5%	0.0%	8%	6	-2.7%	5%	1.1	13%
COC(=O)C(O)(CC(=O)Nc1ccc(OC(F)(F)F)cc1)C(F)(F)F (stereo not drawn)
  0.0%	i	4%	-0.1%	4%	15	1.7%	30%	1.1	2%
COc1ccc(Cl)cc1NC(=O)CN(C)CC(=O)Nc1ccc(S(N)(=O)=O)cc1
  -0.2%	i	nt	0.1%	nt	30	0.9%	nt	nt	nt
CCSc1nnc(NC(=O)CSc2ncccn2)s1
  0.0%	i	-1%	1.0%	7%	48	0.9%	-11%	1.2	1%
CC1CCCC(NC(=O)CSc2nnnn2C)C1C (stereo not drawn)
  0.4%	i	5%	2.7%	8%	18	1.0%	-10%	1.1	-1%
CCCCCc1ccc(-c2ccc(C(=O)O)cc2)nc1
  0.6%	i	-3%	7.2%	-6%	57	16%	-17%	1.1	-2%
Cc1cc(=O)[nH]c(SCC(=O)Nc2ccc(S(N)(=O)=O)cc2)n1
  0.5%	i	5%	-0.5%	8%	20	1.4%	17%	1	11%
O=C(c1ccc(F)cc1)N1CCN(C2CC3CCC2C3)CC1 (stereo not drawn)
  -0.6%	i	2%	0.4%	10%	44	-2.1%	11%	1.1	7%
CCc1ccc(CN2C(=O)c3ccccc3C2C(=O)NCC2CCCO2)cc1 (stereo not drawn)
  0.7%	i	3%	0.4%	9%	28	-1.1%	4%	1.1	5%
Cc1cc(C)c(S(=O)(=O)N2CCOC2CNC(=O)C(=O)NCCCN2CCOCC2)c(C)c1 (stereo not drawn)
  -0.7%	i	nt	-1.0%[50 µM]	nt	20	0.8%	nt	nt	nt
COc1ccc(F)c(CN2CCN(CCc3ccccc3)C(CCO)C2)c1 (stereo not drawn)
  ?	i	nt	-0.3%	nt	54	-1.2%	nt	nt	nt
c1ccc(NCc2ccncc2)cc1
  0.4%	i	nt	0.4%	nt	57	1.0%	nt	nt	nt
COc1ccc(CCN2C(=O)C(Oc3ccccc3C)C2c2ccc3c(c2)OCO3)cc1 (stereo not drawn)
  -1.2%	i	-6%	1.0%	12%	39	9.7%	-8%	1.1	2%
CCOc1ccc(C(=O)NC2CCN(C(=O)N3CCCC3)CC2)cc1
  -0.3%	i	5%	4.8%	10%	23	0.4%	8%	1.1	12%
COc1ccc(SCCc2ccncc2)cc1
  -0.9%	i	4%	0.1%	-7%	32	0.6%	12%	1	-14%
Fc1cccc(NC(=S)N2CCN(c3ccccn3)CC2)c1
  -0.1%	i	nt	0.3%	nt	41	3.2%	nt	nt	nt
Cc1ccc(C(=O)NCCn2cc(SCC(=O)Nc3nnc(C)s3)c3ccccc32)cc1
  -0.2%	i	1%	-0.5%	6%	27	3.8%	3%	1.2	6%
COc1cc(OC)cc(-c2nnc(SCC(=O)N3c4ccccc4Sc4ccccc43)o2)c1
  0.1%	i	nt	0.4%	nt	43	5.5%	nt	nt	nt
O=C(O)c1ccc(NS(=O)(=O)c2ccc(Cl)c(C(=O)Nc3ccccc3[N+](=O)[O-])c2)cc1
  0.2%	i	nt	0.3%	nt	20	1.7%	nt	nt	nt
O=C(c1ccncc1)N1CCN(S(=O)(=O)c2cccc(F)c2)CC1
  -0.7%	i	nt	0.7%[50 µM]	nt	63	2.2%	nt	nt	nt
COc1ccccc1CN(C)CC(=O)Nc1cccc2ccccc12
  -0.7%	i	nt	0.1%	nt	46	?	nt	nt	nt
CCn1c(=O)c2sccc2n(CC(=O)NC2CCCCC2)c1=O
  -0.8%	i	nt	0.1%	nt	13	2.2%	nt	nt	nt
CCOc1ccc(C2C3=C(CC(C)(C)CC3=O)N(CC(=O)O)C3=C2C(=O)CC(C)(C)C3)cc1OCC
  -0.6%	i	nt	4.3%	nt	22	1.2%	nt	nt	nt
CCCC1=C(C(=O)OCC)C(c2c(C)nn(-c3ccccc3)c2Cl)C(C#N)=C(N)O1 (stereo not drawn)
  1.0%	i	2%	0.1%	-8%	57	2.8%	8%	0.9	-33%
Cc1cc(NC(=O)c2cncc(Br)c2)no1
  0.4%	i	-2%	0.9%	-5%	34	0.5%	-12%	1.1	-5%
CCCc1c(NC(=O)Nc2ccc(F)cc2)cnn1-c1ccccc1
  3.1%	i	-1%	0.8%	nt	22	4.5µM*	-3%	nt	nt
C=CCSc1nc2ccccc2n1S(=O)(=O)c1ccc(Cl)cc1
  -0.1%	i	5%	0.8%	nt	9	1.6%	4%	nt	nt
CCN(CC)S(=O)(=O)c1ccc(-c2csc(C)n2)s1
  2.8%	i	4%	0.0%	nt	16	2.7%	8%	nt	nt
CCOC(=O)c1ccc(N2CCOCC2)c(NC(=O)c2c(-c3ccccc3)noc2C)c1
  -0.8%	i	-5%	nt	nt	31	-1.3%	-10%	nt	nt
O=C(Cn1ncc2c([nH]c3ccccc32)c1=O)Nc1ccc(CN2CCCCC2)cc1
  ?	i	nt	0.4%	nt	8	0.0%	nt	nt	nt
CN1CCN(C(c2cccc(Cl)c2)c2ccccc2Cl)CC1 (stereo not drawn)
  -1.5%	i	7%	3.4%[50 µM]	-18%	24	-1.5%	7%	1	-9%
CCOCc1nc(N)[nH]c(=O)c1Cc1ccc(OC(C)C)cc1
  -0.1%	i	-6%	1.4%	-4%	8	0.6%	4%	1.1	-4%
Cn1nc(-c2ccc(C(=O)N3CCN(CCO)CC3)cc2)c2ccccc2c1=O
  -0.9%	i	13%	-0.7%	-11%	24	-1.0%	7%	1	-6%
